APOBEC3G inh: APOBEC3G (human) deaminase inhibition | Q9HC16 | 330,000 compounds, 0.28% hits | recombinant A3G, ssDNA deamination FAM/TAMRA fluorescence | inhibition, % at 20 µM;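 active = inhibition of at least 40% at 20 µM, with no more than 30% in the related APOBEC3A deaminase screen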;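 also: plate controls were DMSO wells with A3G for no effect and wells lacking A3G enzyme for full effect; some compounds called inactive have numbers as strong as hits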
beta cell repl: MIN6 beta-cell proliferation induction | MIN6 cells proliferation, ATPlite luminescence, 48 h; cells starved in 0.2% serum; 100% = growth in 10% serum | proliferation, % at 10 µM | 330,000 compounds, 0.29% hits | AID 2380;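 active = compounds whose signal lies at least 3.5 SD above the mean of all wells on their plate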;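 also: 0% = DMSO-treated cells in low-serum medium and 100% = 10% serum control; some compounds called inactive have numbers as strong as hits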
MPTP block: blocks calcium-induced mitochondrial swelling; isolated mouse mitochondria, Ca2+ swelling absorbance, 30 min; inhibition, % at 10 µM; AID 602449; 360,000 compounds, 1.4% hits;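 active = inhibition of 50% or more, scaled per plate between neutral and stimulator controls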;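 also: 0% = DMSO wells given calcium and 100% = 1 mM EGTA wells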
GRIN3A LBD mod: modulates the human NR3A ligand-binding domain. Tm shift relative to glycine control, % at 25 µM. 340,000 compounds, 2.5% hits. NR3A LBD differential scanning fluorimetry, Tm shift; 0% = protein alone, 100% = glycine-bound protein;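 active = melting temperature shift of at least 10% of the positive control shift, at one fixed dose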
hIAP block: blocks human intestinal alkaline phosphatase | inhibition, % at 10 µM | 330,000 compounds, 0.12% hits | purified IAP, CDP-Star luminescence, 30 min;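 active = inhibition reaching a set limit with compound at 10 µM in the primary screen, cut at about 35% in these data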;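 also: plate controls were DMSO wells with enzyme for no effect and no-enzyme buffer wells for full effect; values of inactives mirror those of a sister screen read the other way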
Target sequence (P09923 whole entry, looked up): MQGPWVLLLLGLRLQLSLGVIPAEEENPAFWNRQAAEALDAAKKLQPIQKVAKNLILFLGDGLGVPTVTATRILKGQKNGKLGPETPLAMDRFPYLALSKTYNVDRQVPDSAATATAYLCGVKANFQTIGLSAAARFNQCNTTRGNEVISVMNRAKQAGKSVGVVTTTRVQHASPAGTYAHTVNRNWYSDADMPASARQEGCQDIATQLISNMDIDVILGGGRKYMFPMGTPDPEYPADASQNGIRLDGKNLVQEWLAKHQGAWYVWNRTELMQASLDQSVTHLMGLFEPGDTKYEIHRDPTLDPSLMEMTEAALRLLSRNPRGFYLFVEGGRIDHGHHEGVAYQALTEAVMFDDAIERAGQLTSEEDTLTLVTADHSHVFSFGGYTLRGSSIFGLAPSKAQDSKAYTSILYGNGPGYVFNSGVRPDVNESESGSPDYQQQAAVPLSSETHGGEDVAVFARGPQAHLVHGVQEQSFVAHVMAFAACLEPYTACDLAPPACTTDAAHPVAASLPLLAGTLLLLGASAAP
APOBEC3A inh: human APOBEC3A DNA deaminase inhibition | 330,000 compounds, 0.41% hits | recombinant A3A, FAM/TAMRA ssDNA deamination fluorescence | inhibition, % at 20 µM | P31941;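 active = at least 40% inhibition at 20 µM here, with at most 30% in a related deaminase screen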;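 also: plate controls were A3A with DMSO for no effect and wells lacking A3A enzyme for full effect; some results filed as inactive read as strong as hits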
Target sequence (P31941 whole entry, looked up): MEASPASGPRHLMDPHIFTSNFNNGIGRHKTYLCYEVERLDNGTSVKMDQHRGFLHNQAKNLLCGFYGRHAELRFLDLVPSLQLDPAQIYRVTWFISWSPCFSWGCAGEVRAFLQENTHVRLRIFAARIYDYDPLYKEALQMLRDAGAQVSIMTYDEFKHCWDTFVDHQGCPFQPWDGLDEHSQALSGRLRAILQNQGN
hIAP activ: human IAP activation; P09923; purified human IAP, CDP-Star luminescence, 30 min; stronger effect = higher value; 1 = vehicle-only enzyme, 0 = enzyme-free background; activation factor at 10 µM; 330,000 compounds, 0.16% hits; AID 2524;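 active = activation factor of the enzyme at least 2-fold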; also: the source names both 10 and 20 µM as test concentration; values of inactives mirror those of a sister screen read the other way
mIAP act: mouse IAP activation | 330,000 compounds, 0.24% hits | activation factor at 10 µM | muIAP, CDP-Star luminescence, 30 min; stronger effect = higher value; 1 = vehicle-only enzyme signal, 0 = enzyme-free wells | AID 2805;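 active = activation factor of at least 2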; also: the source names both 10 and 20 µM as test concentration; values of inactives mirror those of a sister screen read the other way
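Assay system: mouse IAP enzyme; Reagent: CDP-Star chemiluminescent phosphatase substrate; Compound: DMSO-dissolved test compounds; Incubation: 30 min, room temperature; Technique: luminescence from enzymatic CDP-Star hydrolysis; Controls: DMSO-only wells and no-enzyme negative control.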
mIAP inh: blocks mouse intestinal alkaline phosphatase | AID 2806 | 330,000 compounds, 0.2% hits | purified mouse IAP, CDP-Star luminescence, 30 min | inhibition, % at 10 µM;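 active = inhibition of at least 40% at 10 µM in the primary screen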;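 also: plate controls were DMSO with enzyme for no effect and no enzyme wells for full effect; values of inactives mirror those of a sister screen read the other way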
Active calls of the source: *.

SMILES	APOBEC3G inh	beta cell repl	MPTP block	GRIN3A LBD mod	hIAP block	APOBEC3A inh	hIAP activ	mIAP act	mIAP inh
CCCCOc1ccc(S(=O)(=O)NNC(=O)c2cc3ccccc3o2)cc1	-4	0	36	-12	-5	1	1.1	1	-5
COc1ccc(Br)cc1CNc1ccccc1	-7	0	1.1	3	-27	0	1.3	0.99	0
Cc1ccc(S(=O)(=O)NC2CCCCC2)cc1C(=O)N1CCC(C(N)=O)CC1	-2	3	-0.7	3	-6	2	1.1	1	-2
CCCCCCOC(=O)c1ccc(NC(=O)c2cc(OC)c(OC)c(OC)c2Br)cc1	2	-4	-4.6	-6	-10	-4	1.1	1	-4
O=C(CCCC(=O)N(c1ccc2c(c1)OCCO2)C(C(=O)NC1CCCCC1)c1ccc(Cl)cc1)Nc1ccccn1 (stereo unspecified)	-6	-4	-0.4	-2	11	-1	0.89	1	-3
Cn1nnnc1Sc1ncnc2scc(-c3ccc[nH]3)c12	2	-7	-0.6	0	5	0	0.95	0.96	4
COc1cc(OC)c(C2NC(=O)CCC2[N+](=O)[O-])cc1OC (stereo unspecified)	-5	-3	-0.2	7	-20	-1	1.2	1	-4
O=C(Nc1nnc(SCc2ccc(F)cc2)s1)c1ccco1	-4	0	-0.1	-2	-16	-5	1.2	1	0
CSc1nc(N)n2nc(C(C)(C)C)cc2n1	0	4	0.7	0	-10	0	1.1	1	-2
Cc1nc2ccccc2c(=O)n1NC(=O)c1cccnc1Cl	-11	0	-0.5	-1	-6	-3	1.1	0.87	13
N#CC1(NC(=O)COc2ccc(C(N)=O)cc2)CCCC1	2	-1	-0.9	2	-8	3	1.1	1	-2
COc1ccc(N2C(=O)C(C)(C)C2c2c(O)ccc3ccccc23)cc1 (stereo unspecified)	-7	-5	-0.5	-9	-7	-1	1.1	0.94	6
O=C(N/N=C/c1ccncc1)c1cc2ccccc2cc1O	-6	-5	0.9	13*	15	0	0.85	0.88	12
COc1ccc(/C(N)=N/OC(=O)c2cccc([N+](=O)[O-])c2C)cc1OC	-3	-2	11	-4	-13	-4	1.1	1	-3
CC(C)CCNC(=O)c1cc(S(=O)(=O)N2CCc3ccccc32)cn1C	-2	0	0.7	0	12	0	0.88	1.1	-13
COc1ccccc1CN(C)C(=O)c1ccc(S(=O)(=O)NCc2ccco2)cc1	0	-2	-0.9	-3	14	2	0.86	0.97	3
COc1ccc([N+](=O)[O-])cc1NC(=O)C(C)OC(=O)c1cccnc1 (stereo unspecified)	-3	4	1.1	1	10	1	0.9	0.98	2
COc1cc2oc3ccccc3c2cc1N(CC(=O)N(C)C)S(=O)(=O)c1ccccc1	-5	2	-2.3	-3	-13	-5	1.1	1.1	-12
COCCCNC(=O)c1cc(OC)c(OC)c(OC)c1	-9	-2	-2.3	0	19	-6	0.81	0.95	5
CCOC(=O)c1c(C)n(C)c2ccc(OC(=O)c3ccc([N+](=O)[O-])cc3)cc12	-6	-2	-2.1	10	8	-6	0.92	0.96	4
COCc1ccc(C(=O)OC(C)C(=O)Nc2c(C)n(C)n(-c3ccccc3)c2=O)cc1 (stereo unspecified)	2	5	-1.0	2	2	4	0.98	1	-2
CCCCn1nc2cc(C(=O)NCc3ccc(OC)cc3)ccc2c1OCC	-8	-2	-0.7	-3	7	-1	0.93	1	-2
O=C(COc1ccc(Br)cc1)N1CCN(c2ncccn2)CC1	-4	0	0.0	-3	-5	-1	1	0.96	4
CC(C)=CCC/C(C)=C/C=N/NC(=O)c1ccccc1[N+](=O)[O-]	-2	5	0.3	-2	15	0	0.85	1	0

Arranged by formula weight (falling): three of the compounds above
SMILES	APOBEC3G inh	beta cell repl	MPTP block	GRIN3A LBD mod	hIAP block	APOBEC3A inh	hIAP activ	mIAP act	mIAP inh
O=C(COc1ccc(Br)cc1)N1CCN(c2ncccn2)CC1	-4	0	0.0	-3	-5	-1	1	0.96	4
COc1ccc(/C(N)=N/OC(=O)c2cccc([N+](=O)[O-])c2C)cc1OC	-3	-2	11	-4	-13	-4	1.1	1	-3
O=C(N/N=C/c1ccncc1)c1cc2ccccc2cc1O	-6	-5	0.9	13*	15	0	0.85	0.88	12

As entered above:
Value of COc1cc(OC)c(C2NC(=O)CCC2[N+](=O)[O-])cc1OC (stereo unspecified) under beta cell repl: -3
Value of O=C(N/N=C/c1ccncc1)c1cc2ccccc2cc1O under GRIN3A LBD mod: 13*
Value of COc1cc2oc3ccccc3c2cc1N(CC(=O)N(C)C)S(=O)(=O)c1ccccc1 under hIAP activ: 1.1
Value of O=C(Nc1nnc(SCc2ccc(F)cc2)s1)c1ccco1 under APOBEC3G inh: -4

(next part)
SMILES	APOBEC3G inh	beta cell repl	MPTP block	GRIN3A LBD mod	hIAP block	APOBEC3A inh	hIAP activ	mIAP act	mIAP inh
COc1cccc(CCNS(=O)(=O)CCNC(=O)c2cccc(OC)c2)c1	-3	-2	-1.3	0	4	4	0.96	0.94	6
Cc1oc2nc(SCC(=O)Nc3ccc(S(N)(=O)=O)cc3)nc(NC(=O)c3ccccc3)c2c1C	-1	-2	-0.2	3	6	0	0.94	0.94	6
O=C(Nc1cccc(S(=O)(=O)NC2=NCCC2)c1)c1ccccc1F	3	3	-0.5	0	-5	5	1.1	1	-3
Cc1occc1C(=O)NCCc1cccc(Cl)c1	-4	0	0.4	-2	13	-4	0.87	1.1	-6
Cc1c(C)c2cc(Cl)c(O)c(CN3CCCC(C)C3)c2oc1=O (stereo unspecified)	-4	6	2.9	-3	-9	-1	1.1	1	0
CC1CCCN(c2ccc([N+](=O)[O-])cc2C(=O)c2ccccc2)C1 (stereo unspecified)	-5	-3	3.7	3	4	-1	0.96	0.79	21
Cc1cccn2c(=O)c(/C=C(\C#N)S(=O)(=O)c3ccc(Cl)cc3)c(N3CCC(C(N)=O)CC3)nc12	-7	-1	0.4	-14	6	-2	0.94	0.88	12
COc1ccc2c(c1)CCc1c-2n[nH]c1C(=O)NCCC(C)C	-7	-3	4.7	-3	-28	29	1.3	0.97	3
Cn1c(=O)[nH]c(=O)c2c1nc(N1CCN(Cc3ccccc3)CC1)n2CCSc1ncccn1	-4	-6	-0.1	2	3	-3	0.97	1.1	-6
CCOc1cc(N2CCOCC2)c(OCC)cc1NC(=O)Cc1ccccc1OC	8	-4	-1.3	-2	-25	0	1.3	1	-5
CSCc1cc(N(C)c2ccccc2)nc(-c2ccccc2)n1	-4	-2	0.3	-1	8	2	0.92	0.94	6
C=CCN(CC=C)S(=O)(=O)c1ccc(NC(=S)NC(=O)/C=C/c2ccc(C)cc2)cc1	-6	-2	1.9	-1	9	-5	0.91	0.8	20
CCCn1c(SCC(=O)NC(C)c2ccccc2)n[nH]c1=O (stereo unspecified)	-2	0	0.1	-1	1	2	0.99	0.94	6
Cc1ccc(NC(=O)C2CCCC2)c(Br)c1	-4	0	2.3	0	-8	0	1.1	1.1	-11
Cc1nn(-c2cc(C(F)(F)F)ccc2Cl)c2nc(C(Cl)(Cl)Cl)[nH]c(=O)c12	-5	-6	78*	-5	-5	1	1	0.89	11
Cc1ccccc1NC(=O)CSc1nnc(-c2ccco2)n1N	8	4	-3.2	2	6	-1	0.94	0.96	4
CCCCn1c(-c2cccs2)nc2oc3ccccc3c(=O)c2c1=O	-9	-2	3.5	0	-7	-11	1.1	1.1	-6
Cc1nn(Cc2cccc(C(=O)Nc3ccn(Cc4ccccc4)n3)c2)c(C)c1[N+](=O)[O-]	0	-1	0.7	-2	-2	5	1	0.98	2
O=C(COc1ccc(Cl)cc1)Nc1nc(-c2cccs2)cs1	0	-1	-2.9	3	11	-4	0.89	1.1	-7
Cn1nccc1C(=O)N1CCCC(Nc2ccc(F)cc2)C1 (stereo unspecified)	-3	1	0.6	0	3	-4	0.97	1	0
CCOCCCNC(=O)CN1CCN(Cc2ccc(Cl)cc2)C1=O	-8	5	0.1	-2	8	-6	0.92	1	-3
CCC(=O)NC(=S)Nc1ccc(NC(=O)c2ccc([N+](=O)[O-])cc2Cl)cc1	-1	-2	0.1	0	21	0	0.79	0.86	14
COc1ccc(C2C(=O)c3ccccc3C2=O)cc1OC	-7	-4	-0.3	4	-4	-3	1	0.96	4
O=C(O)c1cccc(S(=O)(=O)N2CCCC(c3nc4c(nnn4Cc4ccccc4Cl)c(=O)[nH]3)C2)c1 (stereo unspecified)	-5	0	-1.7	6	11	1	0.89	0.98	2
CCC(C)N1CCN(C(=O)C2CCN(S(=O)(=O)c3c(C)noc3/C=C/c3ccco3)CC2)CC1 (stereo unspecified)	-12	-6	1.1	1	-13	-8	1.1	1	-2
CCOC(=O)CC1OC(=O)c2cc3c(cc21)C(=O)OC3CC(=O)OCC (stereo unspecified)	2	-2	0.4	1	-3	4	1	0.96	4
Cc1nc(NC(=O)CCCC(=O)Nc2nc(C)c(C)s2)sc1C	1	-1	0.5	1	16	0	0.84	0.94	6
O=C(COC(=O)/C=C/c1ccc(OC(F)F)cc1)NC1CCCC1	-5	-4	2.3	0	4	-4	0.96	1	0
Cc1ccc(NC(=O)C2CCC(=O)N2C(=O)OCc2ccccc2)cc1 (stereo unspecified)	-9	-2	0.5	4	-13	-2	1.1	0.94	6
COc1ccc(NS(=O)(=O)c2ccc(NC(=O)c3ccc(Br)cc3)cc2)nn1	-9	-3	0.0	-1	8	-5	0.92	0.98	2
O=C(Nc1ccc(N2CCN(C(=O)c3ccccc3)CC2)c(Cl)c1)c1ncn[nH]1	-6	-2	2.2	-4	-30	2	1.3	0.95	5
COc1ccccc1-c1ccc(SCC(=O)NCCc2ccccc2)nn1	-7	-1	3.5	-1	4	8	0.96	1.1	-5
COc1ccc(Cl)cc1NC(=O)CN(C)C(=O)COc1ccccc1F	-13	-1	-2.0	-4	-4	-7	1	0.98	2
N#C/C(=N\Nc1cccc(F)c1)C(=N)N1CCCCCC1	-3	-4	-0.6	6	14	6	0.86	0.98	2
Cc1cccc(-n2nnc(C(=O)NCc3ccccn3)c2N)c1	-6	-1	0.6	-1	1	-3	0.99	0.94	6
O=C(NCC1CCCO1)c1nc2c(nnn2Cc2ccccc2Cl)c(=O)[nH]1 (stereo unspecified)	-8	1	1.0	1	-14	-6	1.1	0.97	3
COCC(=O)Nc1ccc(OCc2ccccc2)cc1	-8	-2	2.9	0	10	-2	0.9	1	-3
O=C(COc1ccc(-n2cnnn2)cc1)Nc1ccc(Br)cc1F	-3	-3	2.1	0	-6	2	1.1	0.94	6
COc1ccc2cc(C(c3nnnn3C3CCCCC3)N3CCCCCC3)c3nnnn3c2c1 (stereo unspecified)	0	-3	0.0	0	14	-3	0.86	0.9	10
Nc1ccc(C(=O)n2c3ccccc3c3ccccc32)cc1	3	-2	0.9	0	6	3	0.94	1	-4
CS(=O)(=O)c1ccc(C(=O)OCC(=O)N2CCCc3ccccc32)cc1	-5	5	-3.1	3	3	1	0.97	0.94	6
O=C(CSc1ccc2nnc(-c3cccc(F)c3)n2n1)N1CCCc2ccccc21	-11	0	-2.1	-16	-10	-8	1.1	1	-2
Cc1ccc2nc(SCC(=O)Nc3nnc(SCC(N)=O)s3)[nH]c2c1	-7	-2	-0.1	-1	22	-1	0.78	0.81	19
CCCCC1=CC2=C(c3ccco3)C(=O)C(C)(OC(=O)c3ccc(OC)cc3)C(=O)C2=CN1CC(C)C (stereo unspecified)	-5	-8	-1.9	-3	9	-3	0.91	0.92	8
